Screening data from PubChem BioAssay.
KLF5 inh: suppresses KLF5 promoter-driven expression | DLD-1 KLF5 promoter-luciferase reporter, luminescence | 290,000 tested, 0.23% active | inhibition, % at 5 µM | AID 1700;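 active = inhibition above a per-plate limit of that plate's mean compound inhibition plus 3 SD, cut at about 60% in these data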;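 note: 0% = DMSO wells and 100% = LY294002 at 200 µM; higher means less KLF5 promoter-driven luciferase light; inactives centre near -14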
IEC-6 tox: IEC-6 cytotoxicity, counter-screen for KLF5 inhibitors. luminescence viability. AID 1825. inhibition, % at 5 µM. 290,000 tested, 0.78% active; in the data active = inhibition above about 22%;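 note: 0% = plate median of test compound wells and 100% = cytotoxic reference compound wells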
Active calls of the source: *. These rows are one share of the data; rates above refer to the full screens.

canonical_smiles	KLF5 inh	IEC-6 tox
Cc1cccn2c(=O)c3cc(C#N)c(=N)n(CC4CCCO4)c3nc12 (stereo unspecified)	-59.7	-2.5
Cc1cccc(NC(=O)CSc2nnc(-c3ccco3)c(-c3ccco3)n2)c1	12.0	-16.0
COc1cc2c(cc1NC(=S)NC(=O)/C=C/c1ccc(OC)c(OC)c1)oc1ccccc12	-20.2	2.8
Brc1ccc(C2=Nn3c(nnc3-c3ccncc3)SC2)cc1	-28.3	-6.4
O=[N+]([O-])c1cc(CN2CCOCC2)c2cccnc2c1O	-1.1	-6.3
COc1ccccc1NC(=O)c1ccc(NC(=O)COC(=O)C2CCCO2)cc1 (stereo unspecified)	0.6	4.0
Cc1nc2ccccc2c(=O)n1NC(=O)Cc1ccccc1	-22.2	-10.4
CCOC(=O)c1c2ccc(OCC(=O)N/N=C/c3ccccc3C(F)(F)F)cc2n2ccccc12	4.0	0.5
COc1ccccc1C1/C(=C(\O)c2c(C)nc3c(C)cccn23)C(=O)C(=O)N1CCCN(C)C (stereo unspecified)	-27.9	0.2
CN(C)CCNC(CC(=O)Nc1ccc(Cl)c(Cl)c1)C(=O)O (stereo unspecified)	7.2	-3.6
COc1cc(C2C=C(c3cccs3)Nc3ncnn32)cc(OC)c1OC (stereo unspecified)	4.7	-7.0
O=C(CSc1nnc(SCC(=O)NCc2ccc3c(c2)OCO3)s1)NCc1ccc2c(c1)OCO2	-10.7	-5.2
NNC(=O)c1ccc2ccccc2n1	-4.7	3.6
O=c1[nH]c(N2CCc3ccccc3C2)nc2c1CCCC2	0.2	-1.3
CC1(C)CC(=O)C(Br)=C(O)C1	-11.9	-1.6
CCOc1ccc(-n2c3nc4ccccc4nc3c3c(=O)n(Cc4ccco4)cnc32)cc1	9.6	-2.6
COc1ccc(Cn2c(=O)sc3ccccc3c2=O)cc1	-3.8	3.3
CCOC(=O)c1cnc(Nc2nc3ccccc3o2)nc1CN1CCN(C)CC1	40.7	7.3
Cc1ccc(C2CC(=O)C(C=NCCN3CCN(CC(=O)Nc4cc(C)cc(C)c4)CC3)=C(O)C2)cc1 (stereo unspecified)	-34.9	-3.3
Cc1ccc(C(=O)Oc2coc(CSc3nnc(NC(=O)C4CC4)s3)cc2=O)cc1C	-1.7	0.6
CCCc1nc2c(=O)n(C)c(=O)nc-2n(C)n1	71.9*	18.6
Clc1ccc2c(Cl)c(-c3nnc(-c4ccccc4)o3)sc2c1	-29.1	-1.1
O=C1NNC(c2ccccc2)=N/C1=C\c1ccccc1Cl	-12.3	2.3
O=C1CCCc2nc3nc4ccccc4n3cc21	8.6	-2.1
CCCn1c(SCC(=O)Nc2ccccc2C(=O)OCC)nc2c1c(=O)n(C)c(=O)n2C	-8.7	-11.5
CCN(C(=O)c1ccc2c(Cl)c3c(nc2c1)CCC3)c1cccc(C)c1	-13.1	0.9
CCOC(=O)c1ccccc1NC(=O)Cn1cnc2c(cnn2-c2ccc(F)cc2)c1=O	-0.2	2.5
CCOc1ccccc1-c1c2cc(O)c(=O)cc-2oc2cc(O)c(O)cc12	-17.7	-5.4
O=C1c2ccccc2-c2onc3c(Oc4ccccc4)cc(O)c1c23	-18.0	0.2
COc1cccc(CC(NC(C)=O)C(=O)NC2CCN(c3c4c(nc5ncnn35)CCC4)CC2)c1 (stereo unspecified)	-16.3	2.3
CC1=CC(C)(C)N(C(=O)CSc2nnc(N)s2)c2c(C)cc(C)cc21	2.5	2.4
CC(C)[C@@H]1NC(=O)c2cc([N+](=O)[O-])cc(F)c2NCCC[C@@H](C(N)=O)NC(=O)[C@H](CO)NC1=O	-12.9	2.5
Cc1ccc2c(c1C)NC(=O)C21N2CCCC2C(C(=O)c2ccc3ccccc3c2)C12C(=O)Nc1ccccc12 (stereo unspecified)	-11.9	6.3
CCOC(=O)C1=C(O)/C(=C\c2ccc(CNC(=O)C(=O)Nc3ccc(C)c(C)c3)o2)N=C1C	-27.0	-1.3
Cc1cc(C)n(-c2nc3c(c(=O)n(C)c(=O)n3C)n2CC(O)COc2ccccc2C)n1 (stereo unspecified)	10.6	1.8
Cn1c(=O)c2c(nc(N3CCCCC3)n2CCSc2nc3ccccc3o2)n(C)c1=O	-14.1	0.0
COC(=O)c1ccc(C(=O)OC)c(NC(=O)c2cc3ccccc3o2)c1	6.6	4.0
Cc1ccc(C)c(CSc2nc3ccncc3n2CC(=O)Nc2ccc(C)c(C)c2)c1	4.7	3.2
Cc1ccc(NC2=Nc3ccccc3N3C2=Nc2c(c(C)nn2-c2ccccc2)C3c2ccc(O)c(O)c2)cc1 (stereo unspecified)	-13.7	3.1
COc1ccc(CCn2c(=O)c3cccnc3n(Cc3ccc([N+](=O)[O-])cc3)c2=O)cc1OC	7.4	6.2
CCOC(=O)c1sc(N2C(=O)C(O)=C(C(=O)c3ccco3)C2c2ccccc2)nc1C (stereo unspecified)	1.2	-8.4
Cn1c(=O)c2c(nc(NCCCN3CCOCC3)n2Cc2ccc(Cl)c(Cl)c2)n(C)c1=O	0.0	3.6
CCc1nc(SCC(=O)Nc2sc(C)c(C)c2C(=O)OC)c2ccccc2n1	-36.3	1.3
CC1=CC2(C#N)C3(N=C(N)C2(C#N)C(c2ccccc2)N1)OCCO3 (stereo unspecified)	-20.6	-2.8
CNC(=O)CSc1nnc(-c2cc3c(C)nn(-c4ccccc4)c3s2)n1C	-7.9	2.1
Cc1cc(C)c2c(n1)nn1c(-n3ccnc3)cc(C)nc21	-10.8	-0.4
COc1ccc(-c2cn3nc4c(nc3n2)CCCC4)cc1	-57.1	-11.8
CCOC(=O)c1cc2c(=O)n3cccc(C)c3nc2n(CCOC)c1=NC(=O)c1ccncc1	-0.6	-5.8
O=C1c2cccc3c(N4CCCCC4)ccc(c23)C(=O)N1c1ccc(Cl)cn1	2.8	-0.5
O=C(O)c1cccc(-n2cccc2/C=C2/NC(=O)N(c3ccc(Cl)cc3)C2=O)c1	-5.2	-19.6

(list continues)
canonical_smiles	KLF5 inh	IEC-6 tox
CNc1nc(OCC(F)(F)F)nc(N2CCN(C34CC5CC(CC(C5)C3)C4)CC2)n1	5.8	0.5
COc1ccc2c(c1OC)C(=O)N1C2SC[C@H]1C(=O)NC1CC(C)(C)NC(C)(C)C1 (stereo partly specified)	-5.0	1.3
COc1ccc(NC(=O)/C(Cl)=C(/Cl)S(=O)Cc2ccc(Cl)cc2)cn1 (stereo unspecified)	27.7	42.1*
O=[N+]([O-])c1ccc(/C=N/N=C/c2ccc([N+](=O)[O-])o2)o1	-46.0	4.6
C=C(C)C(=O)Nc1nnc(-c2ccccc2C)s1	-49.2	-2.4
Cc1ccc(C)c(SCC(=O)Nc2cc(C)nn2-c2ccc(F)cc2)c1	-21.9	14.8
C=C(C)COc1ccc(-c2nc(N)ncc2-c2ccc(OC)cc2)c(O)c1	-22.6	-2.1
O=C(COc1ccccc1/C=C\c1nc(O)c([N+](=O)[O-])c(=O)[nH]1)Nc1ccccc1	-61.1	2.3
Cc1nc(NC2=NC(C(=O)Nc3ccc(Cl)cc3)CC(=O)N2)nc2ccccc12 (stereo unspecified)	-38.5	-10.7
Cc1cc(C(F)(F)F)n(-c2nc(C(=O)Nc3ccccc3Oc3ccccc3)cs2)n1	-10.4	-1.0
Nc1sc(-c2ccccc2)cc1C(=O)O	-1.7	0.0
CN(C)S(=O)(=O)N(CC(=O)Nc1ccccc1C(F)(F)F)c1ccccc1	-24.7	0.6
CN=C1S/C(=C\c2cn(C(C)=O)nc2-c2ccccc2)C(=O)N1C	-21.3	-1.0
CC1=C(C(=O)Nc2ccccc2)C(c2sccc2C)n2nnnc2N1 (stereo unspecified)	12.3	-4.8
CCOc1[nH]n(-c2ccc(Cl)cc2)c(=O)c1C=Nc1ccc(C)cc1	-23.2	-1.7
CC(C)(C)C(=O)Nc1cc2nn(-c3ccccc3)nc2cc1Cl	83.1*	6.0
O=C(NCCCN1CCC(Cc2ccccc2)CC1)C1CCN(S(=O)(=O)N2CCOCC2)CC1	-0.2	0.6
COc1cc(-n2c(C)nc3cc(C(=O)NCCN4CCOCC4)ccc32)cc(OC)c1OC	-13.3	-3.4
O=c1c2ccccc2nc2n1CC/C2=C\c1ccccc1[N+](=O)[O-]	-6.7	7.6
CCOC(=O)c1[nH]c2cc(OC)c(OC)cc2c1NC(=O)CN1CCN(C)CC1	-16.8	9.2
CCN1C(=O)/C(=C2\SC(=S)N(CC3CCCO3)C2=O)c2ccccc21 (stereo unspecified)	-33.9	-1.5
N#Cc1c(SCc2nc3ccccc3[nH]2)nc2c(c1C(F)(F)F)CCC2	28.5	3.2
COc1cccc(C2CC(c3ccccc3Cl)Nc3ncnn32)c1 (stereo unspecified)	-4.5	3.7
CCCOc1nc2c(c(=O)n(C)c(=O)n2C)n1CC	-6.1	-0.5
CCOC(=O)C(Sc1ncnc2c1sc1nc(N3CCOCC3)c3c(c12)CCCC3)c1ccccc1 (stereo unspecified)	-6.9	1.4

Of the compounds above, these have an NH in an aromatic ring.
canonical_smiles	KLF5 inh	IEC-6 tox
O=c1[nH]c(N2CCc3ccccc3C2)nc2c1CCCC2	0.2	-1.3
O=C(COc1ccccc1/C=C\c1nc(O)c([N+](=O)[O-])c(=O)[nH]1)Nc1ccccc1	-61.1	2.3
CCOc1[nH]n(-c2ccc(Cl)cc2)c(=O)c1C=Nc1ccc(C)cc1	-23.2	-1.7
CCOC(=O)c1[nH]c2cc(OC)c(OC)cc2c1NC(=O)CN1CCN(C)CC1	-16.8	9.2
N#Cc1c(SCc2nc3ccccc3[nH]2)nc2c(c1C(F)(F)F)CCC2	28.5	3.2

Continuation:
canonical_smiles	KLF5 inh	IEC-6 tox
Cc1ccc(S(=O)(=O)N2CCC(C(=O)Nc3nnc(C45CC6CC(CC(C6)C4)C5)s3)CC2)cc1	-8.8	1.3
COC(=O)c1sccc1NC(=O)/C=C\c1ccc(Cl)cc1Cl	-20.2	2.4
Cc1ccc(Nc2nc(C3CC3)cs2)cc1	-158.9	0.8
C=CCN=c1scc(-c2ccc3c(c2)NC(=O)CO3)n1/N=C(\C)c1ccccn1	56.6	41.0*
CCCN1C2=C(C(=O)CCC2)C(c2ccc(F)cc2)C2=C1c1ccccc1C2=O (stereo unspecified)	-2.0	4.3
Cc1ccc(COc2ccsc2C(=O)O)cc1	-35.2	-0.3
COC(=O)c1ccc(Cn2nnc3c(sc4nc(N5CCOCC5)c5c(c43)CCCC5)c2=O)o1	-51.5	-5.7
Cc1ccccc1Cn1nc(C)c(NC(=O)c2cc3nc(-c4ccco4)cc(C(F)(F)F)n3n2)c1C	4.9	6.5
COc1ccc(C2OC[C@H]3O[C@H](O)[C@H](NC(C)=O)[C@@H](O)[C@@H]3O2)cc1 (stereo partly specified)	-10.1	-7.6
Nc1c(C(=O)NCC2CCCO2)sc2nc3c(c(-c4ccco4)c12)CC/C3=C\c1ccco1 (stereo unspecified)	-0.3	-24.2
CCC(c1nnnn1C(C)(C)C)N(CCOC)Cc1cc2cccc(C)c2n2nnnc12 (stereo unspecified)	11.8	5.0
COc1cc(/C=N/Nc2cccc(C)c2)cc(Br)c1O	-4.8	-3.8
CC(C)N(C(=O)c1ccc2nc3c4ccccc4c4ccccc4c3nc2c1)C(C)C	-22.9	3.9
CCOC(=O)c1ccc(N2Cc3ccccc3C2=NC(=O)c2cccs2)cc1	-70.6	-3.5
COc1ccc(/C(O)=C2\C(=O)C(=O)N(CCN3CCOCC3)C2c2ccccc2OC)cc1 (stereo unspecified)	6.6	3.7
NS(=O)(=O)c1ccc(N/N=C/c2ccc(O)c(O)c2O)c([N+](=O)[O-])c1	-22.3	-3.2
C1=C(c2ccc(-c3ccccc3)cc2)Nc2ncnn2C1c1ccco1 (stereo unspecified)	-35.4	2.4
Cc1cccc2c1c1ccc3c(c1n2C)C(=O)C=CC3=O	-26.3	0.6
Cc1ccc(Cn2ccc(NC(=O)c3cc4nc5c(c(C(F)(F)F)n4n3)CCc3ccccc3-5)n2)cc1	-24.7	-7.6
C=CC(c1ccccc1)C(C(=O)c1ccccc1)N(C)C (stereo unspecified)	-5.0	-0.4
Cc1ccc(C2=NC(=O)/C(=C/c3cc(O)c(O)c(Br)c3)S2)cc1	10.1	-7.7
C=C(C)C1Cc2c(C)nn(-c3cc(C)c4ccccc4n3)c2C1 (stereo unspecified)	11.8	8.8
CCOc1ccccc1NC(=O)c1c(NC(=O)CCC(=O)O)sc2c1CCCCC2	-21.1	1.9
COc1cccc(C(CC(=O)NCC2CCCO2)NS(=O)(=O)c2ccc(C)cc2)c1OC (stereo unspecified)	8.7	5.5
CCOC(=O)c1cc2c(=O)n3cccc(C)c3nc2n(C)c1=N	8.4	7.5
N#C/C(=C\c1ccc(C(=O)O)cc1)c1nc2sc3c(c2c(=O)[nH]1)CCCC3	-20.7	-15.7
CCC(=O)Oc1c(-c2ccccc2)c2nc3ccccc3nc2c2ccccc12	-7.0	1.4
Cc1nnc2n(CCc3ccccc3)c(=O)c3c4c(sc3n12)CCCC4	-11.8	5.3
CCOc1cc(NC(=S)Nc2cccc(C)c2)c(OCC)cc1NC(=O)CC(C)C	26.9	3.2
Cc1nccc2[nH]c(=O)c(C(=O)NCCCN(C)C3CCCCC3)cc12	-23.1	-3.1
